Assay outcomes as filed in PubChem BioAssay.
Lipid storage S3 = qHTS Assay for Lipid Storage Modulators in Drosophila S3 Cells. Drosophila S3 cells, BODIPY lipid droplet fluorescence, 18-24 h; cells fed with added oleic acid. lipid storage change, negative = inhibition, % at the top dose, mostly 46.1 µM; hits show Potency in µM. 0.64% of 320,000 active; active = well fitted inhibition curve with a large enough effect in the signal ratio, with a control signal flat, not every such curve was filed as active; inconclusive = small, poorly fitted or top-dose-only effect, or effect the other way, or a change in a side signal; the % refers to the signal ratio
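Drosophila S3 cells got compounds at several concentrations plus oleic acid (400 uM solution). Laser-scanning cytometry with 488 nm excitation read lipid droplets at 500-530 nm and cells at 575-640 nm. Percent activity was relative to 20 uM Triacsin C.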
Lipid storage S3 cell count max = second read-out of Lipid storage S3, no call of its own (marks repeat the call); cell number change, %; measured here: cell count max response;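 cells counted by Cell Tracker Red CMTPX staining in the red channel; peak over a dose series mostly up to 46.1 µM; percent activity relative to internal control wells on each plate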
Starred values were filed as active, the others as inactive; i = inactive; ? = inconclusive; nt = no result given; [ ] = another dose, or the depositor's remark. % is scaled to controls: 0 for no effect and ±100 for the full control effect; potency is read from the fitted curve at half-maximal effect. This is a subset. The share of hits here may be higher or lower than overall.

Value order: Lipid storage S3 | Lipid storage S3 cell count max
- Cc1ccc(-c2nc(CS(=O)(=O)CC(=O)N3CC(C)CC(C)C3)c(C)o2)cc1 (stereo unspecified)
  ? | nt
- CC(=O)N1CCCc2cc(S(=O)(=O)N3CCc4ccccc4C3)ccc21
  i | nt
- CS(=O)(=O)N1CCN(c2ccccc2F)CC1
  ? | nt
- Cc1ccc(C(=O)COC(=O)c2ccc(-c3cnc4ccccc4n3)cc2)cc1C
  15% | 3
- N#C/C(=C\c1ccccn1)c1nc2ccccc2s1
  ? | nt
- O=C(c1c[nH]c2ccccc12)C(O)C(c1ccccc1)N1CCOCC1 (stereo unspecified)
  ? | nt
- Cc1c(C)c2ccc(OC(C)C(=O)NCCCn3ccnc3)c(C)c2oc1=O (stereo unspecified)
  21% | 2
- CN(C)c1cc2c(cc1NC(=O)c1ccccc1Cl)n(C)c(=O)n2C
  ? | nt
- N#Cc1ccc2ccn(CC(=O)NCc3ccccc3)c2c1
  i | nt
- CC(NC(=O)c1cccnc1)C(c1cccs1)N1CCN(C)CC1 (stereo unspecified)
  ? | nt
- O=C1C=C(NCCOC23CC4CC(CC(C4)C2)C3)C2(CCCCC2)O1
  ? | nt
- CCS(=O)(=O)Nc1cc(C(=O)OC)ccc1C(=O)OC
  i | nt
- Cc1cc(C)c2cc(C#N)c(SCC(=O)NCC3CCCO3)nc2c1 (stereo unspecified)
  ? | nt
- COCc1ccc(C(=O)N2CCCC(N3CCN(c4ccccc4C)CC3)C2)s1 (stereo unspecified)
  i | 6
- NC(=O)CSc1nnc(Cc2csc(Nc3ccc(F)cc3)n2)n1Cc1ccccc1
  -2% | 11
- O=C(Nc1ccc(Cl)cc1)Nc1cc([N+](=O)[O-])ccc1F
  ? | nt
- COc1ccc(CN(C)C(=O)Cc2ccc(OC)c(S(=O)(=O)N3CCOCC3)c2)cc1
  ? | nt
- O=C(COC(=O)c1cc(=O)[nH]c2ccccc12)c1ccccc1
  ? | nt
- COc1ccc(NC(=O)COC(=O)c2ccc(-n3nc(C)cc3C)cc2)cc1OC
  ? | nt
- Cc1nnc(NC(=O)CSc2cn(Cc3ccccc3)c3ccccc23)s1
  ? | nt
- O=C(COc1ncnc2ccccc12)Nc1cc(S(=O)(=O)N2CCOCC2)ccc1Cl
  -1% | 4
- COC(=O)CC1=C(C(=O)OC)C(c2ccncc2)C(C#N)=C(N)O1 (stereo unspecified)
  i | nt
- CCC(C)(C)NC(=O)C(c1ccc(OC)cc1)N(C(=O)CCC(=O)Nc1cc(C)on1)c1ccccc1F (stereo unspecified)
  ? | nt
- Cn1c(=O)c(C(=O)CSc2nnc(Nc3ccccc3)s2)c(N)n(Cc2ccccc2)c1=O
  ? | nt
- CCOc1cc(C2Nc3ccccc3NC3=C2C(=O)CC(C)(C)C3)ccc1OC(C)=O (stereo unspecified)
  18% | 3
- CC1CCCN(C(=O)c2cn(-c3ccccc3)nc2-c2cccnc2)C1 (stereo unspecified)
  ? | nt
- N#C/C(=C\c1ccc(-c2ccc(C(=O)O)cc2)o1)C(=O)Nc1ccc(F)cc1
  ? | nt
- N#Cc1cccc(-c2nnc(SCc3ccccc3C#N)o2)c1
  i | 17
- Cc1cc(C)n2nc(CC(=O)NNC(=O)COc3ccccc3)nc2n1
  ? | nt
- COc1ccc2sc(N3C(=O)C4CC=C(C)CC4C3=O)nc2c1 (stereo unspecified)
  i | nt
- CC(OC(=O)c1cccs1)C(=O)NCc1ccco1 (stereo unspecified)
  ? | nt
- O=C1CCC(=O)N1c1nc2nc(-c3ccccc3)cc(=O)n2[nH]1
  ? | nt
- O=[N+]([O-])c1ccccc1COc1ccc(Cl)c2cccnc12
  ? | nt
- O=C(NC(=S)NNS(=O)(=O)c1ccccc1)c1ccccc1[N+](=O)[O-]
  12% | 0
- CCN(CC)C(=O)CSC(Nc1ccc(F)cc1)=C(C#N)C#N
  ? | nt
- Cc1ccc(N2CCN(c3ccc(C)cc3)C2c2ccccn2)cc1
  i | nt
- CCN(Cc1ccc2c(c1)OCO2)C(=O)CSc1nc(C)nc2sc(C)c(C)c12
  15% | 20
- CC1=NN(c2ccccc2)C(=O)/C1=C\c1cc(C)n(C)c1C
  ? | nt
- Cc1ccc(-c2c(C(=O)N/N=C/c3c[nH]c4ccccc34)nnn2-c2nonc2N)cc1
  15µM* | -29*
- COC(=O)CN1C2(C#N)CCCCC2CC2CCCCC21C#N (stereo unspecified)
  i | -2
- O=C(c1ccc(-c2ccccc2)cc1)N1CCN(C(=O)c2ccco2)CC1
  21% | -19
- c1ccc(CSCc2cn3ccsc3n2)cc1
  17% | -16
- S=C(Nc1ccccc1)N1CCN(c2ccc(N3CCOCC3)nn2)CC1
  4% | 21
- COc1ccc(NC(=O)CS(=O)CC(=O)Nc2cc(Cl)ccc2OC)cc1 (stereo unspecified)
  i | nt
- CCCCN=Cc1sc2ccc(OCC)cc2c1O
  i | nt
- C#CCOCCOCCOCCNc1nc(N2CCOCC2)nc(N2CCN(C(=O)[C@H](CCC(=O)O)n3cc(C(N)Cc4ccc(O)cc4)nn3)CC2)n1 (stereo partly specified)
  -11% | -17
- CC1=NN(C(=O)c2ccc(Cl)cc2)C(O)(c2ccccc2)C1 (stereo unspecified)
  ? | nt
- COc1cc(NC(=O)COC(=O)c2cnc(C)cn2)c(C)cc1[N+](=O)[O-]
  0% | 5
- COc1ccc(CCNC(=O)CSCc2ccc(Cl)cc2)cc1OC
  ? | nt
- CCCCCOc1ccc(C(=O)CCN2CCOCC2)cc1
  ? | nt

Further records
Value order: Lipid storage S3 | Lipid storage S3 cell count max
- COC(=O)Cn1cc(/C=N/NC(=O)c2ccc(C#N)cc2F)c2ccccc21
  2% | -28
- COc1ccc(CC(=O)Nc2cccc(-c3csc(C)n3)c2)cc1
  ? | nt
- O=C(NCc1ccc2c(c1)OCO2)c1cccc2c1C(=O)N(C1CCCCC1)C2
  15% | 0
- O=C(c1ccc(F)cc1)c1cn[nH]c1-c1ccccc1O
  ? | nt
- Cc1ccc(S(=O)(=O)N2CCOCC2)cc1NC(=O)COC(=O)CCn1c(C)csc1=O
  i | -6
- CCc1ccc(/C=C2\SC(=S)N(CCC(=O)NCCCN3CCOCC3)C2=O)cc1
  ? | nt
- O=C(NC(=S)N1CCc2ccccc21)c1ccccc1Br
  -4% | -17
- COc1ccc(C)cc1Nc1ccc(C(=O)O)cc1[N+](=O)[O-]
  -3% | -7
- Cc1ccc(S(=O)(=O)n2nc(OC(=O)c3c(-c4ccccc4Cl)noc3C)cc2N)cc1
  0% | 0
- Cc1cc(/C(N)=N/OC(=O)Nc2ccc(Cl)cc2)no1
  9% | -1
- Nc1ccc(N2C(=O)c3ccccc3C2=O)c(Cl)c1
  ? | nt
- Cc1nnc(NC(=O)c2ccccc2C(=O)O)s1
  i | 11
- Cc1ccc(NC(=O)NCCCCc2ccccc2)cc1
  ? | nt
- O=C(Cn1cnc2c(cnn2-c2ccc(Cl)cc2)c1=O)NC1CCCCC1
  ? | nt
- CCN(CC)c1ccc(/C=N/NC(=O)C(O)c2ccccc2)cc1 (stereo unspecified)
  -11% | 3
- COc1cccc(N/C(=N/C(=S)Nc2ccc(C)cc2C)Nc2nc(C)cc(C)n2)c1
  -10% | -6
- CN(C)Cc1ccc(F)cc1Sc1cc(Cl)ccc1Cl
  ? | nt
- CCOC(=O)C1CCCN(C(=O)Cn2c(=O)c3cccn3c3cccnc32)C1 (stereo unspecified)
  i | -11
- COc1ccc(Cc2n[nH]c(=S)n2Cc2ccccc2)cc1Cl
  -16%[9.22 µM] | 16
- CCOc1ccc(-n2c(SCC(=O)Nc3ccc4c(c3)OCO4)nc3ccccc3c2=O)cc1
  ? | nt

Laid out differently: results already given.
Lipid storage S3 | Lipid storage S3 cell count max | Compound
i | -11 | CCOC(=O)C1CCCN(C(=O)Cn2c(=O)c3cccn3c3cccnc32)C1 (stereo unspecified)
? | nt | CN(C)Cc1ccc(F)cc1Sc1cc(Cl)ccc1Cl
i | 11 | Cc1nnc(NC(=O)c2ccccc2C(=O)O)s1
-16%[9.22 µM] | 16 | COc1ccc(Cc2n[nH]c(=S)n2Cc2ccccc2)cc1Cl
? | nt | Nc1ccc(N2C(=O)c3ccccc3C2=O)c(Cl)c1

Further entries
Value order: Lipid storage S3 | Lipid storage S3 cell count max
- COc1ccc(S(=O)(=O)N(CC(=O)NCc2ccncc2)c2ccc(C)cc2)cc1OC
  ? | nt
- CCOC(=O)CSc1nc(C(C)(C)C)nc2ccccc12
  -7% | -3
- CCOC(=O)c1c(C)oc2ccc(OC(=O)N3CCOCC3)cc12
  ? | nt
- CCCCNC(=S)NC(=O)c1ccc(Cl)cc1Cl
  2% | nt
- Cc1ccc(OCC(=O)NCCN2CCOCC2)cc1C
  ? | nt
- Cc1ccc(S(=O)(=O)N2CCN(C(=O)CN3CCCSc4ccccc43)CC2)cc1
  15% | 6
- Cc1ccc(OCCn2cnc3ccccc3c2=O)c([N+](=O)[O-])c1
  ? | nt
- Cc1cccc(-c2nc(C#N)c(N3CCC(C)CC3)o2)c1
  i | 4
- CN(c1cccc(NC(=O)CN(c2ccc(Cl)c(Cl)c2)S(=O)(=O)c2ccccc2)c1)S(C)(=O)=O
  ? | nt
- OC(COC1CCCCC1)CN1CCN(c2ccccc2)CC1 (stereo unspecified)
  ? | nt
- COc1ccc(NC(=O)CSc2nc(O)c(Cc3ccccc3)c(=O)[nH]2)cc1
  ? | nt
- CCOc1ccccc1NC(=O)C1CCCCN1S(=O)(=O)c1ccc(F)cc1 (stereo unspecified)
  i | -1
- CSc1ccccc1C(=O)Nc1cccc(C(C)=O)c1
  i | 22
- Cc1ccc(NNC(=O)c2ccno2)cc1C
  15% | 0
- Cn1c(C(=O)NCCN2CCOCC2)cc2sccc21
  ? | nt
- Cc1c(N/C=C(\Cl)C(=O)C(F)(F)F)c(=O)n(-c2ccccc2)n1C
  ? | nt
- CCn1cc(C(=O)N[C@@H](CC(C)C)C(=O)NCCCn2ccnc2)c(=O)c2cc3c(cc21)OCO3
  ? | nt
- O=C(NN1C(=O)C2C3CCC(O3)C2C1=O)c1ccco1 (stereo unspecified)
  ? | nt
- O=C(CSC(=S)N1CCOCC1)Nc1nccs1
  ? | nt
- C=CCc1ccccc1OCC(O)CN1CCN(c2ccc(C)cc2)CC1 (stereo unspecified)
  ? | nt
- Cc1cc(/C=C2\SC(=S)NC2=O)c(C)[nH]1
  ? | nt
- O=C(COC(=O)C1COc2ccccc2O1)NC(=O)NC1CCCC1 (stereo unspecified)
  -14% | -12
- Cc1ccccc1OCC(=O)N(CC(C)C)c1c(N)n(CC(C)C)c(=O)[nH]c1=O
  5% | 9
- COc1cc([N+](=O)[O-])ccc1NC(=O)NNC(=O)c1sccc1C
  ? | nt
- Cc1c(Nc2cc(N3CCOCC3)c3nonc3c2[N+](=O)[O-])c(=O)n(-c2ccccc2)n1C
  ? | nt
- Cc1ccc(NC(=O)CC2C(=O)NC3CCCCC3N2C(=O)c2ccc(F)cc2)cc1C (stereo unspecified)
  i | 1
- CCCC(=O)Nc1ccc(C(=O)/C=C/c2ccc(SC)cc2)cc1
  ? | nt
- COc1ccccc1CNC(=O)CN(c1ccc(C)cc1)S(=O)(=O)c1c(C)n[nH]c1C
  24% | 1
- O=C(Nc1ccc(F)cc1F)c1cc2n(n1)C(C(F)(F)F)C1CCCCC1N2 (stereo unspecified)
  ? | nt
- COc1ccc2c(c1)oc(=O)c1cc(OC)ccc12
  -2% | -1
- CC(=O)COC(=O)CCc1nc2ccccc2[nH]c1=O
  -5% | 29
- Cc1ccc(N2C(=S)NC3c4ccccc4OC2(C)C3C(=O)N(C)C)cc1 (stereo unspecified)
  4% | 20
- C=CCOc1ccc(CN(C)c2ccc(S(=O)(=O)N3CCN(C)CC3)cc2[N+](=O)[O-])cc1
  ? | nt
- COc1ccccc1CNS(=O)(=O)c1ccc(Br)s1
  ? | nt
- O=c1ccc(-c2nc3ccccc3n2Cc2ccccc2Cl)c[nH]1
  1% | -1
- COc1ccc(-c2c(C#N)c(N)nc3c2c(=O)n(C)c(=O)n3C)cc1
  3% | -3
- COC(=O)CCCCCc1ccc(C(C)=O)s1
  ? | nt
- Cn1c(N2CCC(C(N)=O)CC2)nc2c1c(=O)n(Cc1ccc(Cl)cc1)c(=O)n2C
  ? | nt
- COc1ccc(NC(=O)C(CC(C)C)NC(=O)c2ccccc2C)cn1 (stereo unspecified)
  ? | nt
- Cc1cccc(C)c1NC(=O)CN(C)CC(=O)N(C)CC(=O)Nc1ccccc1Br
  ? | nt

Brought forward from above: three entries, then new ones.
Value order: Lipid storage S3 | Lipid storage S3 cell count max
- Cn1c(N2CCC(C(N)=O)CC2)nc2c1c(=O)n(Cc1ccc(Cl)cc1)c(=O)n2C
  ? | nt
- COc1ccc(NC(=O)C(CC(C)C)NC(=O)c2ccccc2C)cn1 (stereo unspecified)
  ? | nt
- Cc1cccc(C)c1NC(=O)CN(C)CC(=O)N(C)CC(=O)Nc1ccccc1Br
  ? | nt
- O=C(NCCCN1CCOCC1)Nc1ccc(Cc2ccc(NC(=O)NCCCN3CCOCC3)cc2)cc1
  -1% | 6
- Cc1cc(C(=O)COC(=O)c2ccc(N)cc2)c(C)n1-c1c(C)n(C)n(-c2ccccc2)c1=O
  -15% | -3
- Cc1cccc(CC(=O)N2CCN=C2SCc2ccc([N+](=O)[O-])cc2)c1
  ? | nt
- COc1ccc(NS(=O)(=O)c2cccc(C(=O)NNC(=O)c3ccc(O)c(Cl)c3)c2)cc1
  4% | 16
- COc1ccc(N2C(=O)C(CC(=O)Nc3ccc(F)cc3)N(CCc3cccs3)C2=O)cc1 (stereo unspecified)
  ? | nt
